Screens: PubChem BioAssay, National Center for Advancing Translational Sciences (NCATS)
LDHA block – qHTS assay for inhibitors of human lactate dehydrogenase | purified LDHA, NADH/diaphorase-resazurin fluorescence; hits give low values | AID 1347041, 2019 | 480,000 compounds, 0.15% hits | L-lactate dehydrogenase A chain (Homo sapiens), P00338 | activity change, % (values are at about 110 or 230 µM); in the data active = activity change below about -30%; inconclusive = mostly about -25% to -30%;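 note: plate controls were DMSO wells for no effect and wells without enzyme for full effect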
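LDH5 2 nM; NADH 0.06 mM, pyruvate 0.2 mM; 200 mM Tris pH 7.4, EDTA, Tween-20; 5 min RT. Detection: diaphorase 0.133 mg/mL + resazurin 37 µM, fluorescence ex540/em590 at 0 and 20 min; normalized to enzyme-free and DMSO wells.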
Starred values were filed as active, the others as inactive; ? = inconclusive.

SMILES	LDHA block
CC(CNC(=O)c1nn(C)c(=O)c2ccccc12)c1ccccc1 (centres undefined)	2
Cc1c(C)c(OC(=O)c2ccccc2)c(Cc2nc3ccccc3s2)c(C)c1O	16
CCc1ccc(-c2noc(CSc3ccc(S(=O)(=O)N4CCN(C)CC4)cn3)n2)cc1	4
Cc1cc(C)c(NC(=O)c2cc(=O)c3ccccc3o2)c(Cl)c1	4
CN(C(=O)COC(=O)Cc1n[nH]c(=O)c2ccccc12)C1(C#N)CCCCC1	5
CC(C(=O)N(C)CC(=O)Nc1ccccc1C(F)(F)F)N1CCN(c2ccccc2Cl)CC1 (centres undefined)	-1
O=C(NCc1ccccn1)C1c2ccccc2C(=O)N(Cc2ccccc2)C12CCCCC2 (centres undefined)	0
CN(CCCNC(=O)c1nc2ccccc2c(=O)[nH]1)C(=O)c1ccc(Br)cc1	10
CCCCNS(=O)(=O)c1cccc(NC(=O)c2cccc3cccnc23)c1	-1
COc1ccc(C(=O)/C=C/c2ccccc2F)c(OC(=O)c2ccccc2C)c1	-19
CCOC(=O)c1coc(CNC(=O)c2coc(C)c2)c1	2
CC(=O)c1ccc(NC(=O)C(C)OC(=O)c2ccccc2-n2cnnn2)cc1 (centres undefined)	-2
O=S(=O)(c1ccc(F)cc1)N1CCN(C23CC4CC(CC(C4)C2)C3)CC1	-8
Cc1cccc(-n2c(SCC(=O)N3CCOCC3)nc3ccccc3c2=O)n1	-3
Cc1cc(C)c(OCC(=O)Nc2ccc3oc(=O)ccc3c2)c(C)c1	6
CN(Cc1ccccc1C(F)(F)F)C(=O)C1CCN(Cc2cccnc2)CC1	-1
O=C(CCSc1ccccc1)N1CCC(c2nnc3n2CCC3)CC1	-8
CCCc1ccc(-c2cc(C(=O)O)c3ccccc3n2)cc1	12
c1ccc(COC2C3COC(O3)C(OCc3ccccc3)C2OCc2ccccc2)cc1 (centres undefined)	-3
CCN(c1ccc(-c2csc(NC)n2)cc1)S(C)(=O)=O	3
CNC(=O)c1ccc(NC(=O)c2cc(=O)[nH]c3ccccc23)cc1	-3
COC(=O)CC1=C(C(=O)OC)C(c2ccc(C(=O)OC)cc2)C(C#N)=C(N)O1 (centres undefined)	10
COc1ccc(COC(=O)C2=C(C)NC3=C(C(=O)CCC3)C2c2ccccc2C(F)(F)F)cc1 (centres undefined)	2
COc1ccccc1NC(=O)c1cc(=O)c2cc(C)c(C)cc2o1	2
Cc1ccccc1NC(=O)CSc1nnc(C)n1-n1cccc1	0
COc1ccc(C(=O)N(Cc2cccs2)Cc2cccs2)c(O)c1	6
CCOC(=O)Cc1nnc(SC(C)C(=O)Nc2ccc(F)c(F)c2)n1C (centres undefined)	3
CCCN(CC1CC1)C(=O)COC(=O)c1csc(NCc2ccccc2)n1	1
Cc1cccc(NC(=O)CN2CCN(C(=O)NCc3ccccc3CN(C)C)CC2)c1C	0
CCOc1ccc(C(=O)N(c2ccc(C)cc2)C2C=CS(=O)(=O)C2)cc1 (centres undefined)	-1
Cc1ccc(NS(=O)(=O)c2cc(-c3cnc(C)o3)ccc2C)c(Cl)c1	-5
Cc1cc(=O)n2c3ccccc3nc2n1CC(=O)c1ccc(Cl)cc1	5
O=C(O)CNS(=O)(=O)c1cc(C(F)(F)F)ccc1Cl	8
Cc1nc(SC2=CS(=O)(=O)c3ccccc32)oc1C	?
COC(=O)c1ccccc1NC(=O)CN(c1ccc(OC)cc1OC)S(C)(=O)=O	-9
Cc1ccccc1-c1nn2c(COc3ccc(F)cc3)nnc2s1	2
O=C(NC1CC1)c1cccc(NC(=O)c2cn(-c3ccccc3)nc2-c2cccnc2)c1	3
Cc1ccc(CNCCC2=CCCCC2)s1	-1
COc1ccc2c(=O)n3nc(Nc4cccc(N5CCN(C)CC5)c4)sc3nc2c1	0
N#CC1(NC(=O)Cc2c[nH]c3cc(F)ccc23)CCC1	-6
CN(C)CCCNCCc1ccccc1	9
CN1C(C(=O)NCc2ccc(F)cc2)=C(c2ccccc2)c2cc(Cl)ccc2S1(=O)=O	-13
COc1ccc(OC)c(NC(=O)Cc2sc(C)nc2-c2cccs2)c1	7
O=C(Nc1ccccc1-c1ccccc1)c1ccncc1	-6
CCC(C)(C)C1CCC(NC(=O)c2cccnc2Cl)CC1 (centres undefined)	5
Cc1ccc(Oc2nc(-c3ccncc3)nc3ccccc23)cc1	-14
Cc1ccc(OCC(=O)NC(CC(C)C)C(=O)N(C)C)cc1 (centres undefined)	4
CCN(C(=O)C1CCN(c2nc3ccccc3o2)CC1)c1ccc(F)c(F)c1	-7
Cn1c(SCC(=O)Nc2cc(F)ccc2F)nc2c(=O)[nH]cnc21	-19
COCCn1c(SC(C)C(=O)NC(N)=O)nnc1-c1cccc(C)c1 (centres undefined)	-22
CCCCCCn1nc(C(=O)OCn2nnc3ccccc3c2=O)c2ccccc2c1=O	3
Cc1ccc(-c2noc(-c3cccc(Br)c3)n2)cc1	10
CCCCCC1=CCC/C1=N\NC(=O)c1ccco1	3
CC(C)C[C@H]1CNC(=O)C(=O)N1C[C@@H]1CCCN1C[C@H](Cc1ccccc1)N1C[C@H](CC(C)C)N(CC2CCCCCC2)C(=O)C1=O	-2
Cc1ccc(Sc2csc(-c3ccccc3)n2)cc1	8
COc1cc(C)cc2oc(=O)c(CC(=O)NCc3ccco3)c(C)c12	1
O=C(O)CCCc1ccccn1	-6
CCCCN(C(=O)c1cccnc1OCC)c1c(N)n(CCC)c(=O)[nH]c1=O	1
CC(C)Nc1nc(C(=O)Nc2ccccc2O)cs1	-5
COC(=O)c1cc(-c2ccco2)nc2c(Cl)cccc12	-8

(more compounds)
SMILES	LDHA block
COc1ccc(NC(=O)C2(n3cnnn3)CCCCC2)cc1OC	6
O=C(NCc1n[nH]c(=O)c2ccccc12)c1cc(Cl)ccc1Cl	1
O=C(Cc1cccs1)N(Cc1ccc2[nH]ccc2c1)C1CC1	-1
CCOc1cc(/C=C/c2cc(C(=O)O)c3cc(C)ccc3n2)ccc1O	-4
N#Cc1ccc(NC(=O)NCc2cccnc2)cc1	-1
O=C(c1cc2ccccc2o1)N(Cc1ccc(F)cc1)C1CC1	-5
O=C(Cc1c[nH]c2ccccc12)NC1(c2ccccc2)CCC1	13
CN1CCN(C(C)(C)CNC(=S)Nc2ccc(Cl)cc2Cl)CC1	10
COc1ccc(C2(c3ccc(OC)cc3)C=Cc3c(ccc4cc(OC)ccc34)O2)cc1	1
Cc1cccc(-c2nc3ccccc3c(=O)n2CCN(C)C)c1	0
CC(C)OCCCNc1nc2c(c(=O)n(C)c(=O)n2C)n1Cc1ccc(Br)cc1	-6
COCCCNC(=O)c1cc(C2CC2)nc2ccccc12	6
N#Cc1ccc(/C=C/C(=O)c2ccc3c(c2)CCO3)cc1	6
COC(=O)c1ccc(N2C(c3cccc(OC)c3)=Cc3ccc(F)cc3C2c2c(C)[nH]c3ccccc23)cc1 (centres undefined)	4
N#Cc1ccccc1OCC(=O)c1ccc2ccccc2c1	1
C[C@@H]1COc2cc(N3CC[C@H](O)C3)ccc2S(=O)(=O)N1	-13
COc1ccc(CCC2CCN(C(=O)Nc3ccccc3)CC2)cc1	5
CCOC(=O)c1cnc(Nc2cccc(F)c2)c2ccccc12	4
CN(Cc1ccc(C(=O)NCC(F)(F)F)cc1)C(=O)C1CCN(C(=O)C2CC2)CC1	-1
CCOCCCNCc1c(OCC)ccc2ccccc12	15
O=C(COc1ccc(-n2cnnn2)cc1)N1CCN(S(=O)(=O)c2ccc3ccccc3c2)CC1	6
CCCc1cc(C(=O)NNC(=S)NC)cs1	3
CN(CC1COc2ccccc2O1)S(=O)(=O)N1CCOCC1 (centres undefined)	-17
CC1CCc2noc(NC(=O)c3ccc(F)cc3)c2C1 (centres undefined)	-2
Cc1cc(C)c(NC(=O)CCl)c(C)c1	-1
CCOC(=O)C1CCN(c2ncc(-c3ccc4c(c3)OCCCO4)s2)CC1	-6
CN(Cc1ccc2c(c1)OCO2)C(=O)CCc1ncc(-c2ccc(F)cc2)o1	4
c1ccc(CCc2nnc3sc(-c4c[nH]c5ccccc45)nn23)cc1	-11
NCC1CCN(Cc2ccccc2)C1 (centres undefined)	-9
CC(N)(C(=O)O)c1ccccc1 (centres undefined)	-3
Cc1occc(=O)c1OCc1noc(C(=O)NCc2cccnc2)n1	2
CC(=O)c1c(C)[nH]c(C(=O)C(C)Oc2ccc(F)c(F)c2)c1C (centres undefined)	4
CCCCCCCCN1C(=O)[C@H](CC(=O)N2CCCC2)C[C@@]2(C(=O)OC)CC(C)(C)CC=C12	-2
Clc1cc2c(cc1Cn1nnc(-c3ccncc3)n1)OCO2	1
COc1ccc(CNC(=O)c2ccc3nc(Cc4ccccc4F)oc3c2)cc1OC	-1
CC(=O)c1c(C)[nH]c(C)c1C	-1
CC(C)Cn1cnc2c1c(=O)n(CC(=O)NCCc1ccc(F)cc1)c(=O)n2Cc1ccccc1	-4
Cc1cc(NC(=O)CSc2nc(NC3CC3)c3ccccc3n2)no1	-5
COc1ccc(/C=C/C(=O)C2(C)CCCCC2)cc1	3
O=C(Oc1ccc2oc3ccccc3c2c1)C1CCOCC1	6
CN(C)S(=O)(=O)c1cccc(NC(=O)Cc2cc(Cl)c3c(c2)OCCCO3)c1	7
Nc1ccccc1OCC(F)(F)F	0
CC(=O)c1c(SCC(=O)Nc2ccc(F)c(F)c2)nc(=O)[nH]c1C	-12
O=C(CN1CCN(c2ccc(F)cc2)CC1)Nc1ccnn1Cc1ccccc1Cl	7
O=C(c1ccco1)N1CCC(C(=O)N2CCN(C(=O)c3ccco3)CC2)CC1	-1
COc1ccc(OC)c(NC(=O)COC(=O)c2cnc(C)cn2)c1	5
Cc1ccc(Cl)c(OCc2n[nH]c(=S)n2C)c1	-3
O=c1oc2cc(O)ccc2cc1-c1nnc(Nc2ccc(Cl)cc2Cl)s1	-19
Cc1nc2c3cccnc3nn2c(C)c1CCC(=O)Nc1cccc(Br)c1	0
CCCOc1ccc(NC(=O)c2ccc(Cl)cc2)c2cccnc12	9
CN(CC(=O)Nc1ccccc1Br)C(=O)CCc1ncc(-c2ccc(F)cc2)o1	-13
N#CC1(NC(=O)Cn2c(=O)c3c(ncn3Cc3ccco3)n(Cc3ccccc3)c2=O)CCCC1	7
Cn1c(=O)c2c(nc(N3CCN(C(=O)c4ccccc4)CC3)n2Cc2ccccc2)n(C)c1=O	-3
O=C(NC1CCCC1)C1c2ccccc2OCC(=O)N1C1CC1 (centres undefined)	-16
Cc1ccc(-c2nc(N)sc2CC(=O)OCC(=O)N(c2ccccc2)C(C)C)cc1	-4
COC(=O)c1ccc2nc(-c3ccc(C)cc3)c(Cc3cccc(F)c3)n2c1	0
CN(C)CCNC(=O)CCNc1nc(Cl)nc2nc[nH]c12	-12
CCCCOc1ccc(NC(=O)C(C)C)c2cccnc12	-12
COC(=O)c1ccccc1NC(=O)CN(c1ccnn1C(C)C)S(=O)(=O)c1ccccc1	-1
COc1ccc(-c2sc3cc(OC)ccc3c2-c2ccc(OCCN3CCCCC3)cc2)cc1	1

(continued)
SMILES	LDHA block
Cc1cc2oc(C(=O)NCC(c3ccco3)N3CCCCC3)cc(=O)c2cc1Cl (centres undefined)	3
CC(C)(C)OC(=O)N1CCC[C@H]1C(=O)NCc1ccc(F)cc1F	1
CCOC(=O)[C@]12CCC=C1N(Cc1ccc(Cl)cc1Cl)C(=O)[C@H](CC(=O)NCc1ccccc1)C2	1
Cc1ccc(C(=O)N2CCN(c3nc4c(c(=O)n(C)c(=O)n4C)n3Cc3ccccc3)CC2)cc1	4
Cc1ccccc1CCNC(=O)c1[nH]c2ccccc2c1Cl	6
Cc1ccc(S(=O)(=O)N2CCCCC2)cc1NC(=O)c1oc2c(F)cccc2c1C	4
CCn1c(SCC(=O)Nc2oc(C)c3c(C)n[nH]c(=O)c23)nnc1C1CC1	6
Cc1oc2cc(OCC(=O)NCCCOC(C)C)ccc2c(=O)c1-c1ccccc1	1
Cc1ccc2c(c1)NC(SCC(=O)Nc1cccc(Br)c1)=NS2(=O)=O	7
O=C(/C=C/c1ccsc1)c1ccccc1	18

Reformatted: 18 of the compounds above.
canonical_smiles | LDHA block
Cn1c(=O)c2c(nc(N3CCN(C(=O)c4ccccc4)CC3)n2Cc2ccccc2)n(C)c1=O | -3
O=C(NC1CCCC1)C1c2ccccc2OCC(=O)N1C1CC1 (centres undefined) | -16
Cc1ccc(-c2nc(N)sc2CC(=O)OCC(=O)N(c2ccccc2)C(C)C)cc1 | -4
COC(=O)c1ccc2nc(-c3ccc(C)cc3)c(Cc3cccc(F)c3)n2c1 | 0
CN(C)CCNC(=O)CCNc1nc(Cl)nc2nc[nH]c12 | -12
CCCCOc1ccc(NC(=O)C(C)C)c2cccnc12 | -12
COC(=O)c1ccccc1NC(=O)CN(c1ccnn1C(C)C)S(=O)(=O)c1ccccc1 | -1
COc1ccc(-c2sc3cc(OC)ccc3c2-c2ccc(OCCN3CCCCC3)cc2)cc1 | 1
Cc1cc2oc(C(=O)NCC(c3ccco3)N3CCCCC3)cc(=O)c2cc1Cl (centres undefined) | 3
CC(C)(C)OC(=O)N1CCC[C@H]1C(=O)NCc1ccc(F)cc1F | 1
CCOC(=O)[C@]12CCC=C1N(Cc1ccc(Cl)cc1Cl)C(=O)[C@H](CC(=O)NCc1ccccc1)C2 | 1
Cc1ccc(C(=O)N2CCN(c3nc4c(c(=O)n(C)c(=O)n4C)n3Cc3ccccc3)CC2)cc1 | 4
Cc1ccccc1CCNC(=O)c1[nH]c2ccccc2c1Cl | 6
Cc1ccc(S(=O)(=O)N2CCCCC2)cc1NC(=O)c1oc2c(F)cccc2c1C | 4
CCn1c(SCC(=O)Nc2oc(C)c3c(C)n[nH]c(=O)c23)nnc1C1CC1 | 6
Cc1oc2cc(OCC(=O)NCCCOC(C)C)ccc2c(=O)c1-c1ccccc1 | 1
Cc1ccc2c(c1)NC(SCC(=O)Nc1cccc(Br)c1)=NS2(=O)=O | 7
O=C(/C=C/c1ccsc1)c1ccccc1 | 18

A portion of the library. The share of hits here may be higher or lower than overall.
